JMJD2C inh = inhibitors of GASC-1 histone demethylase, primary screen, biochemical, fluorescence, DELFIA europium | Lysine-specific demethylase 4C (Homo sapiens), Q9H3R0 | GST-JMJD2C(1-420) H3K9me3 demethylation | inhibition, % at 2.35 µM | hit rate 0.069% among 330,000;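 active = more than half of a compound's replicate wells show inhibition beyond 50%, single wells judged on their own value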;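 note: signal counts dimethyl H3K9 product captured on neutravidin plate; 0% = median of DMSO wells and 100% = 0.3 times that DMSO median; strong numbers were not always called active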
Target sequence (Q9H3R0 1-420 limits assumed): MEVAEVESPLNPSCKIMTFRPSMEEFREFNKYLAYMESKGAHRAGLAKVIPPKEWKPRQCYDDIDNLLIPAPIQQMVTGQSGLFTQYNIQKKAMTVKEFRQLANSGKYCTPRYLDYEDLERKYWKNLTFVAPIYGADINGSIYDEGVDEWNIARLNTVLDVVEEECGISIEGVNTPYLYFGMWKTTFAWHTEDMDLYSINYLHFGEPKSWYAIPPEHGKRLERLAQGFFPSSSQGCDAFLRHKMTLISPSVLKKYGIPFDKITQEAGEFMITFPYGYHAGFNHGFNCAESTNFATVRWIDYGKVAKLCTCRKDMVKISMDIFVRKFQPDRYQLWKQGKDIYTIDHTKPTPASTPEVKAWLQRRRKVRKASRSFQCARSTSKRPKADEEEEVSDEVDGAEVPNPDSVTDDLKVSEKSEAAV
MEP2-GFP yeast = modulators of MEP2-GFP levels in yeast, primary screen, S. cerevisiae, multiplex flow cytometry, MLPCN library; S. cerevisiae MEP2-GFP strain, 3 h; 100% = DMSO control level; GFP response vs DMSO, % at 10 µM; hit rate 0.51% among 330,000; AID 2016, 2009;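 active = GFP response versus DMSO above a set limit, roughly screen mean plus 3 SD, cut at about 180% in these data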;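 note: median GFP fluorescence of the barcode-gated MEP2-GFP cells per well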
proCasp3 act = activators of human procaspase-3 D3A mutant, primary screen, biochemical, absorbance, PC-3 D3A mutant, single concentration. Caspase-3 (Homo sapiens), P42574. recombinant procaspase-3 D3A, Ac-DEVD-pNA absorbance 405 nm. activation, % at 8.5 µM. hit rate 0.11% among 330,000;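 active = activation above the mean of all tested compounds plus 3 SD, cut at about 21% in these data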;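 note: 0% = DMSO alone and 100% = DMSO wells spiked with extra 5 µM PC-3 D3A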
Target sequence (P42574 whole entry D9A/D28A/D175A): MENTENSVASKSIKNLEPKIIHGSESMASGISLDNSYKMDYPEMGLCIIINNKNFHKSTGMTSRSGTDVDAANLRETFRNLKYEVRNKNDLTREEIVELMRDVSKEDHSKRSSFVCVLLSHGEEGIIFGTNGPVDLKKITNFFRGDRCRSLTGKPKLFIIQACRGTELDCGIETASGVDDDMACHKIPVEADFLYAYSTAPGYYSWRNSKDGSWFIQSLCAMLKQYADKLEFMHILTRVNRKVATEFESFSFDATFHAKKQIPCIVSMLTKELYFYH
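Compound: 8.5 µM single point, 0.8% DMSO / Material: Autoprocessing-dead procaspase-3 D3A mutant enzyme / Timing: 1 h preincubation plus 2 h reaction at 25 °C / Medium: Zinc-free HEPES/NaCl buffer with 0.01% Triton X-100 at pH 7.4 / Technique: 405 nm absorbance of p-nitroaniline, reads at 0 and 120 min / Repeats: one well per compound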
proCasp7 act = procaspase-7 activators, primary screen, counter-screen for procaspase-3 activator project, biochemical, absorbance, HTS, human; recombinant procaspase-7, Ac-DEVD-pNA absorbance 405 nm; D23A/D198A/D206A triple mutant, cannot self-cleave; scale: DMSO 0, 5 µM enzyme 100; activation, % at 8.5 µM; Caspase-7 (Homo sapiens), P55210; hit rate 0.093% among 330,000; AID 463210, 2010;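 active = percent activation above the screen-wide mean plus 3 SD, cut at about 25% in these data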
Target sequence (P55210 whole entry D23A/D198A/D206A): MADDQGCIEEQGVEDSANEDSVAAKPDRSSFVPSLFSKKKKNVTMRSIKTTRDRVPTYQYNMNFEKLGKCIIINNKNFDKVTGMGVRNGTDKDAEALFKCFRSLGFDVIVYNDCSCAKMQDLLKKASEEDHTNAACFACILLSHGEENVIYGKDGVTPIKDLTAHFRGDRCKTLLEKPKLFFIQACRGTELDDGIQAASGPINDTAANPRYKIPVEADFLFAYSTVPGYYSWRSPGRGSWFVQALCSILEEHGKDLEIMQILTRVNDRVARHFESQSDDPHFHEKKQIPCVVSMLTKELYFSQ
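Detection: p-Nitroaniline absorbance at 405 nm, read at 0 and 120 min; system: Uncleavable procaspase-7 mutant enzyme; evaluation: % activation from two-timepoint absorbance difference, scaled to controls; times: 1 h enzyme–compound preincubation and 2 h substrate reaction, both 25 °C; buffer or medium: Zinc-free HEPES pH 7.4 with 300 mM NaCl, 0.01% Triton X-100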
Yeast superoxide = reduction of superoxide in aged yeast, primary screen, HTS. S. cerevisiae aged cells, superoxide DHE fluorescence; stronger effect = lower value. superoxide response (% of plate mean), % at 10 µM. hit rate 0.18% among 330,000;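 active = superoxide response under a set limit, about three screen SD below normal, cut at about 65% in these data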;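 note: yeast aged for seven days with compound at 30 °C before DHE staining; 100% = average MFI of all compound-treated wells on the plate with controls excluded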
AHR activator = AHR activators, primary screen, cell-based, luminescence, luciferase reporter, human; hit rate 2.5% among 320,000; activation, % at 5 µM; Aryl hydrocarbon receptor (Homo sapiens), P35869; AID 2796, 2010; AHR-responsive luciferase reporter cells; in the data active = activation above about 47%;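 note: 0% = vehicle wells and 100% = reference agonist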
RPL19A-GFP yeast = RPL19A-GFP expression modulators in yeast, primary screen, cell-based, S. cerevisiae, multiplex flow cytometry, MLPCN; S. cerevisiae RPL19A-GFP strain, 3 h; stronger effect = lower value; percent response vs DMSO, % at 10 µM; hit rate 0.3% among 330,000;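 active = percent response vs DMSO below 50%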;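 note: median channel GFP fluorescence of the barcoded RPL19A-GFP strain; ratio of sample median GFP to plate DMSO average so 100% = DMSO; lower means less RPL19A-GFP as with rapamycin TOR inhibition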
LAP4-GFP MLPCN = modulators of LAP4-GFP expression in yeast, primary screen, S. cerevisiae, multiplex flow cytometry, MLPCN library | 3 h; median GFP as percent of DMSO wells | GFP response vs DMSO, % at 10 µM | hit rate 0.34% among 320,000 | AID 2023, 2009;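 active = GFP response vs DMSO above a set limit, about the screen mean plus 3 SD, cut at about 150% in these data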
* = called active by the depositor; i = inactive; nt = no result given; [ ] = another dose, or the depositor's remark. Compounds were not picked by outcome; overall some 3.8% were active at least once.

SMILES	JMJD2C inh	MEP2-GFP yeast	proCasp3 act	proCasp7 act	Yeast superoxide	AHR activator	RPL19A-GFP yeast	LAP4-GFP MLPCN
CCOc1ccc(N2C(=O)CC(N3CCN(C4CCc5ccccc5C4)CC3)C2=O)cc1 (stereo not given)	50.1	99.4	-1.8	-8.2	92.7	0.1	96.9	103.6
CCOC(=O)C1=C(COC(=O)CSc2ccc(Br)cc2)NC(=O)NC1C (stereo not given)	-6.8	91.4	13.5	5.4	118.5	-2.8	94.5	107.8
COc1ccc(Cl)cc1C(=O)NNC(=O)CNC(=O)c1ccc(C)s1	18.7	95.0	4.3	9.5	110.2	23.5	95.2	98.1
CCCCC(=O)N(Cc1ccc(-c2ccccc2-c2nn[nH]n2)cc1)[C@H](C(=O)O)C(C)C	6.6	94.9	2.2	-3.8	93.8	-3.0	101.2	102.6
Cc1ccccc1-c1cc(C(=O)O)nn1CC1CC(c2cccc([N+](=O)[O-])c2)=NO1 (stereo not given)	-1.4	99.2	2.2	-10.0	i	-3.0	100.2	138.4
Cn1c(C(=O)N2CCOCC2)cc2c(=O)n3ccccc3nc21	-1.4	142.6[may fluoresce violet]	1.5	-3.9	114.7	1.1	61.0[may fluoresce violet]	64.1[may fluoresce violet]
CC(C)c1ccc(NC(=O)c2cccnc2)cc1	-7.8	106.6	-0.3	7.7	118.9	37.5	99.4	105.3
COc1ccc(C(=O)OCc2c(-c3ccccc3)ncc3ccccc23)cc1	-0.3	110.8	0.5	-7.8	98.4	3.8	97.7	151.2*
O=C(c1cccnc1Cl)N1CCOCC1	-1.3	96.2	-3.3	-0.2	104.6	-0.7	98.4	99.4
Cc1oc(/C=N/NC(=O)CN(c2ccccc2Br)S(C)(=O)=O)cc1Br	5.7	113.6	6.8	-2.1	92.9	3.7	110.9	119.0
Cc1cc(NC(=O)c2cccc3ccccc23)cc(C)c1OCC(=O)N1CCOCC1	-1.2	103.0	9.0	-2.5	102.3	0.7	97.0	102.2
O=C(NCCc1nnc2ccc(NCCCN3CCOCC3)nn12)c1ccccc1F	-1.2	104.7	2.2	3.3	100.6	0.5	108.9	106.1
O=C(O)CCCC(=O)Nc1ccc(Cl)c(Cl)c1	6.7	102.8	5.6	1.9	95.6	0.8	97.9	102.6
COc1cc(/C=N/NC(=O)c2cccc(C(=O)N/N=C/c3ccc(O)c(OC)c3)n2)ccc1O	-1.5	103.2	nt	nt	106.8	nt	96.5	80.0
CCC(O)(CC)C(=O)N/N=C/c1cc(Br)cc(Br)c1O	2.7	100.5	1.3	15.6	90.7	2.4	103.1	106.7
O=S(=O)(Oc1ccccc1/C=N/n1cnnc1)c1ccccc1	-0.7	102.6	9.0	-1.4	117.0	1.2	96.6	88.2
Nn1c(SCc2cccc(Br)c2)nnc1-c1cccnc1	4.1	97.2	3.2	2.7	106.9	24.7	95.5	102.3
O=C(NCCCc1ccccc1)C1CCC(CNc2c(N3CCCCC3)c(=O)c2=O)CC1 (stereo not given)	-5.4	93.5	9.6	18.5	96.3	7.6	95.7	98.1
S=C(Nc1cccc(Cl)c1)N1CCN(c2ccccn2)CC1	-1.6	105.7	-3.1	4.1	100.9	-3.1	105.2	84.3
COc1ccccc1Oc1ccc(S(=O)(=O)N2CCN(C)CC2)cc1	-19.7	99.2	2.4	-6.2	102.1	0.9	97.1	86.6
O=C(OCc1cc(Cl)cc2c1OCOC2)c1cccnc1Cl	-0.8	99.2	-1.6	6.7	94.8	-1.3	99.5	98.4
CC(=O)c1ccc2c(c1)CC(C)C(=O)N2C (stereo not given)	2.7	97.7	-1.6	14.4	119.0	2.0	101.6	92.4
CC(=O)N1CCc2cc(C(=O)CN3CCCN(Cc4ccc(F)cc4)C3)ccc21	-9.1	98.9	2.6	2.1	93.5	-0.8	94.5	98.2
COc1cc(/C=C2\CCCc3c2nc2ccccc2c3C(=O)O)cc([N+](=O)[O-])c1O	-1.9	104.4	3.2	-0.1	123.0	-1.7	108.4	81.4
Oc1ccc(/C=N/n2c(-c3ccccc3)n[nH]c2=S)cc1Br	15.8	108.4	nt	nt	103.0	nt	100.7	97.0

Five entries already listed, sorted by their value in JMJD2C inh, descending.
canonical_smiles	JMJD2C inh
CCOc1ccc(N2C(=O)CC(N3CCN(C4CCc5ccccc5C4)CC3)C2=O)cc1 (stereo not given)	50.1
CCCCC(=O)N(Cc1ccc(-c2ccccc2-c2nn[nH]n2)cc1)[C@H](C(=O)O)C(C)C	6.6
COc1ccc(C(=O)OCc2c(-c3ccccc3)ncc3ccccc23)cc1	-0.3
O=C(NCCc1nnc2ccc(NCCCN3CCOCC3)nn12)c1ccccc1F	-1.2
CC(=O)N1CCc2cc(C(=O)CN3CCCN(Cc4ccc(F)cc4)C3)ccc21	-9.1

Going on with the list.
SMILES	JMJD2C inh	MEP2-GFP yeast	proCasp3 act	proCasp7 act	Yeast superoxide	AHR activator	RPL19A-GFP yeast	LAP4-GFP MLPCN
C/C(CC(=O)Nc1ccc(N(C)C)cc1)=N\NC(=O)c1ccc([N+](=O)[O-])cc1Cl	0.2	105.6	3.0	-1.4	131.1	8.9	99.3	101.4
CC(C)Cc1ccccc1S(N)(=O)=O	-13.7	95.5	3.3	5.8	101.8	1.2	105.0	125.7
O=C(Cc1c(F)cccc1Cl)NNC(=O)c1ccco1	-2.3	108.0	1.6	12.2	90.0	-3.3	97.6	109.4
CC(=O)Nc1ccc(NC(=O)CN(C)S(=O)(=O)c2ccc3c(c2)CCC(=O)N3)cc1	0.5	109.5	2.5	4.8	78.9	1.4	109.6	104.6
CC(=NCCCn1ccnc1)c1c(O)n(Cc2ccccc2)c(=O)[nH]c1=O	13.7	102.4	-2.0	12.7	83.5	13.2	96.0	95.9
O=C(COc1ccc(F)cc1Cl)Nc1nc(-c2ccccn2)cs1	4.8	109.0	-5.4	-1.5	86.1	19.5	91.7	171.0*
COc1ccc2oc(=O)c(C(=O)NCc3ccccc3)cc2c1	-15.1	99.7	-3.5	4.5	95.6	-1.6	88.5	86.8
O=c1cc(-c2ccc([N+](=O)[O-])cc2)nc2cc(-c3ccc(F)cc3)[nH]n12	-3.3	95.1	-8.7	8.6	82.2	0.9	86.7	117.8
CC(C)C(NC(=O)c1ccco1)C(=O)NCc1ccc(C(=O)O)cc1 (stereo not given)	14.3	91.3	7.9	1.4	101.3	-0.1	95.0	86.4
O=C(CN(C(=O)CCNC(=O)c1ccco1)c1ccccc1)NC1CCCC1	-5.0	89.5	9.9	2.2	105.0	-1.7	97.3	88.5
Cc1ccc(CN2CCC(n3nccc3NC(=O)CCOc3ccccc3)CC2)cc1C	9.1	97.9	-2.5	3.4	91.8	-0.5	95.9	94.8
COC(=O)CCC(=O)OC1(C)C(=O)C2=CN(CCCOC(C)C)C(c3ccc(OC)cc3)=CC2=C(Br)C1=O (stereo not given)	1.9	102.1	-12.8	-41.7	94.8	3.1	102.1	94.4
CC(C)CCOP(=O)(c1ccc(N(C)C)cc1)C(Nc1ccccc1)c1ccc(N(C)C)cc1 (stereo not given)	nt	112.5	10.7	-5.9	111.8	6.7	106.6	109.0
Nc1ncc2c(n1)CC(c1ccco1)CC2=O (stereo not given)	9.1	96.1	-17.4	-25.6	114.4	3.8	102.6	100.5
COC(=O)c1c(NC(=O)C2COc3ccccc3O2)sc2c1CCN(Cc1ccccc1)C2 (stereo not given)	0.9	108.8	-6.5	-5.8	115.6	5.8	105.1	102.1
O=C1c2ccccc2S(=O)(=O)c2cc(C(=O)N3CCC(C(=O)N4CCCCC4)CC3)ccc21	-2.3	102.5	-2.7	1.6	100.8	1.5	100.6	98.9
C/C(=N\NC(=O)C(C)Nc1cccc(Cl)c1)c1ccc([N+](=O)[O-])cc1 (stereo not given)	2.4	111.9	14.3	1.3	110.7	4.1	107.3	108.3
CC(=O)N[C@H]1[C@H]([C@H](O)[C@H](O)CO)OC(C(=O)O)=C[C@@H]1O	16.3	101.0	-3.9	6.4	90.1	0.6	99.7	108.3
CC(C)(C)OC(=O)N1CCN(C(=O)OCC2c3ccccc3-c3ccccc32)CC1C(=O)O (stereo not given)	0.0	nt	5.2	-9.7	nt	2.8	nt	nt
CC(C)OC(=O)CSc1nnc(CNc2cccc(Cl)c2)n1C	77.2	98.7	-5.5	-11.7	100.7	1.4	102.1	100.8
COc1ccc(C2C(C#N)=C(N)N(Nc3ccccc3)C3=C2C(=O)CC(C)(C)C3)cc1C (stereo not given)	-3.5	98.3	0.1	4.7	110.2	2.8	87.7	93.2
COc1coc(C(O)C[N+](=O)[O-])cc1=O (stereo not given)	-0.9	102.4	6.1	0.8	108.3	-1.5	101.4	94.1
O=C(c1cc(COc2c(F)cccc2F)on1)N(Cc1ccccc1)CC1CC1	-11.2	96.3	-1.9	5.6	105.0	0.7	99.2	105.3
Cc1cc(=O)n2c(-c3ccc(Cl)cc3)csc2n1	-21.6	96.5	-8.7	6.8	88.4	-2.4	98.8	112.1
CCOc1cc(C=O)ccc1OCC(=O)N1CCCC1	-1.6	92.1	3.2	5.0	115.2	0.9	98.0	104.0
CC1CCCCN1Cc1ccc(-c2nnn(CC(=O)NC3CCCCC3)n2)cc1 (stereo not given)	5.6	99.4	-2.7	12.0	92.2	-2.0	101.5	100.2
COC(=O)Cn1ncn2c(cc3oc(C)cc32)c1=O	47.7	92.0	-4.6	6.3	99.1	0.3	93.4	92.0

Entries above that bear a hit mark in LAP4-GFP MLPCN:
smiles | JMJD2C inh | MEP2-GFP yeast | proCasp3 act | AHR activator | RPL19A-GFP yeast | LAP4-GFP MLPCN
COc1ccc(C(=O)OCc2c(-c3ccccc3)ncc3ccccc23)cc1 | -0.3 | 110.8 | 0.5 | 3.8 | 97.7 | 151.2*
O=C(COc1ccc(F)cc1Cl)Nc1nc(-c2ccccn2)cs1 | 4.8 | 109.0 | -5.4 | 19.5 | 91.7 | 171.0*
